Compound activity: PubChem BioAssay, University of Kansas High Throughput Screening Laboratory
mHTT CaM bind = inhibitors of human mutant huntingtin-calmodulin interaction. P42858. AlphaScreen His-mHTT/GST-CaM binding, luminescence. inhibition, % at 15 µM. hit rate 3.6% among 190,000. AID 1671202;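 also: 0% = both proteins with DMSO and 100% = one protein alone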
Target sequence (P42858 whole entry, looked up, stated change not applied): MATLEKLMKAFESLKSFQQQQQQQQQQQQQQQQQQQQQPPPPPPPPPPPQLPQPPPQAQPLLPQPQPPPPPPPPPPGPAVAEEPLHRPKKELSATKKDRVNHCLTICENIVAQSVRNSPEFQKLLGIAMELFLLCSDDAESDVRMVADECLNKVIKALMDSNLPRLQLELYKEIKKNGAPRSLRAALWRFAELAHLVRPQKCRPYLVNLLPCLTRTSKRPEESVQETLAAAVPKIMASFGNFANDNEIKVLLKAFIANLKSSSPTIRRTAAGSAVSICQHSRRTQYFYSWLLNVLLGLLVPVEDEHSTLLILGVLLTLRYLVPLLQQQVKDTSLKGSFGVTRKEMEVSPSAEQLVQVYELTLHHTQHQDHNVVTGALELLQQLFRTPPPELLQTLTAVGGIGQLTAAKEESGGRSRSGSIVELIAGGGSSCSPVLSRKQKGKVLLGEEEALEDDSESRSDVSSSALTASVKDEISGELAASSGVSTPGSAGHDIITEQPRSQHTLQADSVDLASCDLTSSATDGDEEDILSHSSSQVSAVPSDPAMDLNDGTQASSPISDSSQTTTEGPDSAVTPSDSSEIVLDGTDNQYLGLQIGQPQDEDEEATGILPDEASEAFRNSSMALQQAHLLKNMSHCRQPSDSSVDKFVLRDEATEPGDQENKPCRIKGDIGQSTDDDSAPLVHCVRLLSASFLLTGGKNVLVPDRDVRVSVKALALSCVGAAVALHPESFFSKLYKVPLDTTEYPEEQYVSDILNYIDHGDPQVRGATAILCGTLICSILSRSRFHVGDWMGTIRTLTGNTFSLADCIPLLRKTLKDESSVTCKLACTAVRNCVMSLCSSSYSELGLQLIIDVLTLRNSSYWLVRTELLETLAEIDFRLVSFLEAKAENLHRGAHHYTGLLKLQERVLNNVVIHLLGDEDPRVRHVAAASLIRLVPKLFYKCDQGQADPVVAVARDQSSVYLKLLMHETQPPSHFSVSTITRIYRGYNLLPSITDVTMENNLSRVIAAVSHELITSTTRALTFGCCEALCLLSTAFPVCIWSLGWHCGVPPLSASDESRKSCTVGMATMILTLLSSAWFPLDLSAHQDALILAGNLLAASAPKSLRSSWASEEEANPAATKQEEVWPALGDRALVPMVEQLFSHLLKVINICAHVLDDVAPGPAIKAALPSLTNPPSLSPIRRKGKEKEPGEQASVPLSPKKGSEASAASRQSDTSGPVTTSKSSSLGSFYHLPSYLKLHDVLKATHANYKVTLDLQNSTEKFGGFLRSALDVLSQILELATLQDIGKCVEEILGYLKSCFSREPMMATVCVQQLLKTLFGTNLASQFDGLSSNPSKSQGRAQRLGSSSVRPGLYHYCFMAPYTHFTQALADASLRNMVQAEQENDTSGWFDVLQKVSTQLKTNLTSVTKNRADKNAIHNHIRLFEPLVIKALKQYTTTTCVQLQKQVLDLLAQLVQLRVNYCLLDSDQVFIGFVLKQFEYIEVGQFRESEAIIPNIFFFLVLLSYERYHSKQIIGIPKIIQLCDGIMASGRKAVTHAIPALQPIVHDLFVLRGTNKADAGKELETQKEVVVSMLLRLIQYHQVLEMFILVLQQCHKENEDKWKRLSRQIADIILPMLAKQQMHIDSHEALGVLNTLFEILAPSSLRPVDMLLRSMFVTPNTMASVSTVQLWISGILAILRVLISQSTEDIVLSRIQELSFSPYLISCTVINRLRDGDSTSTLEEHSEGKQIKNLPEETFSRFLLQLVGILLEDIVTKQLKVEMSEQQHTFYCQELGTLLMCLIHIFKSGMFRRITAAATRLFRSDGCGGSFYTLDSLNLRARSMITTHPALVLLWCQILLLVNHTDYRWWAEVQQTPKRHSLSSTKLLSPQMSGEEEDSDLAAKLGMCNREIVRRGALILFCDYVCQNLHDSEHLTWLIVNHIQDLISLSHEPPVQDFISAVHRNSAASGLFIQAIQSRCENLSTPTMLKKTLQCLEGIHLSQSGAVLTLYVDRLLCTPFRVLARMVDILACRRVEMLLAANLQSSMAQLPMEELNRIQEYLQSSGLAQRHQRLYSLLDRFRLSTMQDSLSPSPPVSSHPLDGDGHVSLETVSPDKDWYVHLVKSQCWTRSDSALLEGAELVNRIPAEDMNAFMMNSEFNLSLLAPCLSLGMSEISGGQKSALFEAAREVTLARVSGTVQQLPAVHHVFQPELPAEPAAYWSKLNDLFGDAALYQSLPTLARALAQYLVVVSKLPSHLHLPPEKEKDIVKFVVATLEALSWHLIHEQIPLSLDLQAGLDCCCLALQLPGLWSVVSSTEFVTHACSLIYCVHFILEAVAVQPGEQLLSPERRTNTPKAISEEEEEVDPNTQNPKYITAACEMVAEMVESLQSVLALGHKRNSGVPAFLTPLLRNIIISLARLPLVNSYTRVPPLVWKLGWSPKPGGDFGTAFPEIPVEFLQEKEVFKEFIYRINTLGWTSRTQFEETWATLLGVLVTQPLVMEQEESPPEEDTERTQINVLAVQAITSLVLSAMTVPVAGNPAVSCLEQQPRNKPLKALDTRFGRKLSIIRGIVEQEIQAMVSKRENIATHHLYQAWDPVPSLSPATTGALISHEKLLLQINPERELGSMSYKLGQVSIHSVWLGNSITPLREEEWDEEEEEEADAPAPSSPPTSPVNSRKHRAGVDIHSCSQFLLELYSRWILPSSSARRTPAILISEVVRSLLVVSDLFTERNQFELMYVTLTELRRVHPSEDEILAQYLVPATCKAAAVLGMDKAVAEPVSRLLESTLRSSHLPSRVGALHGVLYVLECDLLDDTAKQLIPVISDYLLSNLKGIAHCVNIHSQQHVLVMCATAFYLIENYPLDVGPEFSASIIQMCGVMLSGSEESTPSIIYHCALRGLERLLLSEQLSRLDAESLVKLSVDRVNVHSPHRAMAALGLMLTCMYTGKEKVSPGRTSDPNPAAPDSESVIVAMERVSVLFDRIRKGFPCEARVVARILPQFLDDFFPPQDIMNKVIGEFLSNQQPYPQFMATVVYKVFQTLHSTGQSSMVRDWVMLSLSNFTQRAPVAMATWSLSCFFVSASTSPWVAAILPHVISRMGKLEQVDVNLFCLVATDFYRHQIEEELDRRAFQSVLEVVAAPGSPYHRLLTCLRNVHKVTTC
Pf apPOL block = Pf-apPOL DNA polymerase inhibition. Recombinant Pf-apPOL, molecular beacon fluorescence, 1.5 h. inhibition, % at 10 µM. hit rate 0.25% among 210,000. AID 1794808
* hit, by the source's call; nt = no result given; & = joins results of further samples. Rule as the data show it: active = inhibition above about 50%; inactive = the rest.

# | SMILES | mHTT CaM bind | Pf apPOL block
1 | COc1ccc(NC(=O)NC(c2ccccc2)c2ccccc2)cc1N1CCCC1=O | 55* | 3
2 | CN1c2cc(F)ccc2C(=O)NC12CCN(C(=O)c1ccc(F)c(Cl)c1)CC2 | -5 | -1
3 | COc1ccc(NC(=O)C2CC3c4ccccc4C2c2ccccc23)c(OC)c1 (stereo not drawn) | -1 | -3
4 | Cc1cc(OCC(=O)Nc2ccccc2C)nc(N2CCC(C)CC2)n1 | -2 | 0
5 | Cn1ccc2c(cc(C(=O)NCc3cccc(C(F)(F)F)c3)n2C)c1=O | 0 | 2
6 | O=C(c1cccc(C(F)(F)F)c1)N1CCn2c1nc1ccccc12 | 12 | -8
7 | COc1cc2c(cc1OC)CN(C(=O)c1c[nH]c(=O)n(C)c1=O)CC2 | -16 | -1
8 | CN(C)S(=O)(=O)c1ccc(C(=O)Nc2ccc(S(=O)(=O)Nc3nccs3)cc2)cc1 | -6 | 0
9 | Cc1ccc(C(=O)Nc2ccccc2F)cc1S(=O)(=O)N1CCOCC1 | -7 | 26
10 | Cc1cccn2c(=O)c3cc(C(=O)Nc4cc(C(F)(F)F)ccc4Cl)sc3nc12 | -16 | -6
11 | CC(=O)C1=C(C)NC(SCC(=O)c2ccccc2)=C(C#N)C1c1sccc1C (stereo not drawn) | -68 | 7
12 | O=C(Nc1ccc2c(c1)COCO2)c1sc2ccccc2c1Cl | nt | -20
13 | Cn1ccc(-c2nc3ccccc3s2)n1 | nt | -16
14 | O=S(=O)(c1ccc2c(c1)CCCC2)N1CCN(c2cc(N3CCCC3)ncn2)CC1 | -10 | -9
15 | C=CCNC(=O)C1CCCN(c2ccc(NC(=O)c3cccs3)cn2)C1 (stereo not drawn) | 17 | -3
16 | CC(C)(C)NC(=O)N1CCC(CNS(=O)(=O)c2cccc(C(F)(F)F)c2)CC1 | -6 | 4
17 | Cc1ccccc1NC(=O)Cn1nc2c(cc1=O)CCCC2 | 2 | 0
18 | COc1ccccc1N(CC(=O)Nc1cccc(C(F)(F)F)c1)S(=O)(=O)c1ccc(C)cc1 | 8 | -7
19 | O=C1CC(c2ccccc2)CC2=C1C(c1cccnc1)N(C(=O)C1CC1)c1ccccc1N2 (stereo not drawn) | 5 | -3
20 | COc1ccc(/C=C2\SC(=O)N(CC(=O)N3CCCCC3)C2=O)cc1OC | 10 | -5
21 | CCOc1ccc2c(=O)c(-c3ccc4c(c3)OCCCO4)c(C)oc2c1 | 4 | -2
22 | Cc1ccc(C(=O)N(Cc2ccco2)C2CCS(=O)(=O)C2)cc1 (stereo not drawn) | -2 | -3
23 | Cc1cccc(CNC(=O)c2cn3c(n2)CCCC3)c1 | 3 | -8
24 | Cc1ccccc1/C=C1\SC(=O)N(c2ccccc2)C1=O | 0 | 8
25 | O=C(Nc1nc(=O)c2ccccc2s1)c1ccc(Cl)cc1 | -6 | 33
26 | Cc1c(N=Cc2ccccc2F)c(=O)n(-c2ccccc2)n1C | -2 | -2
27 | CCOc1ccc(-c2nc3s/c(=C\c4ccccc4[N+](=O)[O-])c(=O)n3n2)cc1 | 4 | -3
28 | O=C(O)c1cc2cc(Br)ccc2oc1=O | -3&-2 | 2&-4
29 | CCOc1ccc2nc(N3CCN(C(C)=O)CC3)sc2c1 | -3 | -2
30 | Cc1ccc(N2C=C(C(=O)N3CCCCC3)S(=O)(=O)c3ccccc32)cc1Cl | -7 | -2

Values by screen from the list.
mHTT CaM bind, entries 21 to 30 → 4, -2, 3, 0, -6, -2, 4, -3&-2, -3, -7

Further results
# | SMILES | mHTT CaM bind | Pf apPOL block
31 | COc1nn(C)cc1C(=O)Nc1ccc2c(c1)C(=O)N1CCCCC1CCO2 (stereo not drawn) | 4 | -1
32 | COc1ccc(C(=O)N2CCN(c3ccc([N+](=O)[O-])cc3)CC2)cc1OC | 6 | -6
33 | CC1Cc2nc(SCC(=O)Nc3nccs3)n(Cc3ccccc3)c(=O)c2S1 (stereo not drawn) | 3 | 1
34 | CC(O)=C(C#N)c1nc(C(C)(C)C)cs1 | nt | -9
35 | CC(C)N1C(=O)Cc2ccccc2C1C(=O)NCc1ccccc1Br (stereo not drawn) | 0 | 3
36 | CC(=O)N1Cc2ccccc2C(C)CC12CCCC2 (stereo not drawn) | -10 | -2
37 | O=C(c1noc2c1CCCCC2)N(CCCN1CCOCC1)Cc1ccco1 | 8 | -1
38 | Cc1cccc(-c2ncccc2CNC(=O)Cc2ccc(F)cc2)c1 | -3 | -4
39 | COc1ccc(CC(=O)N2CCC(c3cnn(-c4ccccc4)c3)CC2)cc1 | 6 | -4
40 | CC(C)(C)n1ncc2c(=O)n(CCC(=O)NCc3cccs3)cnc21 | -2 | -6
41 | COc1cccc(-n2c(=O)c3sccc3n(CC(=O)NC3CCCC3)c2=O)c1 | -5 | -3
42 | CCC(Sc1nnnn1-c1ccccc1)C(=O)Nc1ccc(S(N)(=O)=O)cc1 (stereo not drawn) | 1 | -5
43 | O=c1oc(-c2cccnc2)nc2ccc(Br)cc12 | -5 | 0
44 | CCc1ccccc1N1CCN(C(=O)c2ccc(Cl)cc2)C(C)C1=O (stereo not drawn) | -1 | -2
45 | N#Cc1ccccc1NC(=O)C(=O)NCCCn1ccnc1 | -10 | 1
46 | Cc1cccc(-n2c(C)nc3cc(C(=O)NCCN4CCOCC4)ccc32)c1 | 3 | 34
47 | Cc1cc(NC(=O)C(C)Oc2ccc(Cl)cc2Cl)no1 (stereo not drawn) | -17 | -8
48 | O=C(c1ccccc1)c1ccc(OC(=O)N2CCCCCC2)cc1 | -21 | 5
49 | Cc1cc(=O)[nH]c(N=C(N)Nc2ccc(Oc3ccccc3)cc2)n1 | 1 | -7
50 | CCC(=O)N1CCc2sc(S(=O)(=O)Nc3ccccc3F)cc2C1 | -1 | -6
51 | CC1(C)c2ccccc2N(CC(N)=O)C12C=Cc1cc([N+](=O)[O-])ccc1O2 (stereo not drawn) | 85* | 4
52 | Cc1cccc(NC(=O)N2CC(C)C(c3nc(-c4cccnc4)no3)C2)c1 (stereo not drawn) | 9 | 5
53 | CCOc1ccc(CC(=O)N2CCC(c3nncn3C)CC2)cc1 | 2 | 3
54 | Cc1ccc(CN2CCc3c(cc(C(=O)NCc4ccco4)n3C)C2)cc1 | 62* | 1
55 | Cn1cnnc1C1CCN(C(=O)c2cccc(OC(F)(F)F)c2)CC1 | -12 | 3
56 | O=C(Cn1ccc2ccccc21)N1CCN(CCn2cccn2)CC1 | 9 | -12
57 | Cc1cc(C(=O)Nc2cccc3nsnc23)ccc1[N+](=O)[O-] | -8 | 1
58 | CCCCC[C@H]1CN(Cc2ccccc2)C(=O)[C@@H]1CC(=O)NCc1ccccc1 | 49 | -5
59 | CCc1nnc(SCC(=O)NCCc2ccc(S(N)(=O)=O)cc2)nc1CC | -4 | -6
60 | CC1=C(C(=O)Nc2cccnc2)C(c2ccc(O)cc2)n2nc(SCc3ccccc3)nc2N1 (stereo not drawn) | 12 | -2

In the list so far, these contain a CF3 group:
# | SMILES | mHTT CaM bind | Pf apPOL block
5 | Cn1ccc2c(cc(C(=O)NCc3cccc(C(F)(F)F)c3)n2C)c1=O | 0 | 2
6 | O=C(c1cccc(C(F)(F)F)c1)N1CCn2c1nc1ccccc12 | 12 | -8
10 | Cc1cccn2c(=O)c3cc(C(=O)Nc4cc(C(F)(F)F)ccc4Cl)sc3nc12 | -16 | -6
16 | CC(C)(C)NC(=O)N1CCC(CNS(=O)(=O)c2cccc(C(F)(F)F)c2)CC1 | -6 | 4
18 | COc1ccccc1N(CC(=O)Nc1cccc(C(F)(F)F)c1)S(=O)(=O)c1ccc(C)cc1 | 8 | -7
55 | Cn1cnnc1C1CCN(C(=O)c2cccc(OC(F)(F)F)c2)CC1 | -12 | 3

(next part)
# | SMILES | mHTT CaM bind | Pf apPOL block
61 | CCc1noc(-c2cccnc2N2CCCN(C(=O)c3ccc(F)cc3)CC2)n1 | -7 | -11
62 | CCN1c2cc(C(=O)NCc3cccc(C)c3)ccc2C(=O)N2CCCCC21 (stereo not drawn) | -9 | -3
63 | COc1ccc(Br)cc1CNC(=O)C1CCN(c2nccc(C)n2)CC1 | -3 | -5
64 | CC(C)(C)OC(=O)N1CCCCC1C(=O)O (stereo not drawn) | nt | -16
65 | O=C1NCCCCC1NS(=O)(=O)c1ccc(-c2ccccn2)s1 (stereo not drawn) | nt | -8
66 | COc1cccc(C2NC(C)(C(=O)O)C3C(=O)N(Cc4ccccc4)C(=O)C23)c1O (stereo not drawn) | 5 | -2
67 | CCCCNC(=O)C1(c2ccc(NC(C)=O)cc2)CCC1 | -11 | -7
68 | Fc1ccc(-c2nc(-c3ccc4c(c3)OCO4)no2)cc1 | -5 | nt
69 | C=CCNC(=O)C(=O)Nc1cccc(Cl)c1Cl | -16 | -11
70 | CCOC(=O)Nc1cccnc1[N+](=O)[O-] | -4 | 2
71 | O=C(NCc1ccccn1)c1ccc(O)cc1 | 3 | 0
72 | CSc1nc(N)nc(SCC(=O)Nc2ccc(C)cc2)c1C#N | 5 | -1
73 | O=C1OC(c2ccccc2)OC(=O)C1=Cc1cccs1 (stereo not drawn) | 6 | -8
74 | O=c1c2c(nc(SCc3ccccc3)n1-c1ccc(Cl)cc1)CCS2 | -4 | -5
75 | O=C(CSc1nnnn1-c1ccc(Cl)cc1)N1CCCCC1 | -4 | 3
76 | Cc1sc(NC(=O)C2CCCCC2C(=O)O)c(C(N)=O)c1C (stereo not drawn) | -1 | -2
77 | CC1=CC(=NS(=O)(=O)c2ccc(Br)cc2)C=C(C)C1=O | 52* | -5
78 | Cc1nnc(NC(=O)c2cc(-c3ccccc3Cl)nc3ccccc23)s1 | 13 | -5
79 | O=C(O)CCC(C(=O)O)N1C(=O)c2cc(Cl)c(Cl)cc2C1=O (stereo not drawn) | 3 | 2
80 | COc1ccc(N=Cc2cccc([N+](=O)[O-])c2O)cc1Cl | 6 | 5
81 | COc1ccc(C(=O)NCCC2=CCCCC2)cc1 | -6&-4 | -25&-2
82 | COc1ccc(C2CN(C(=O)C3CCCC3)CC2C(=O)N2CCCCC2)cc1 (stereo not drawn) | 9 | 2
83 | CCCCc1ccc(-c2nc(C=Nc3cccc([N+](=O)[O-])c3)c(O)o2)cc1 | 26 | 5
84 | O=C(NCCc1csc(C2CCN(C(=O)c3ccc(F)c(F)c3)CC2)n1)C1CC1 | 12 | 3
85 | c1nc(N2CCCCCC2)c2nc3n(c2n1)CCCCC3 | -10 | -4
86 | Cc1nc(NCc2ccccc2Cl)c2c3c(sc2n1)CCCC3 | -5 | -1
87 | CC(=O)N1CCN(c2cccc(C)c2C)C(=O)C1C (stereo not drawn) | -9 | 2
88 | CC(C)CNC(=O)c1ccc(-c2nc3ccccc3n(C)c2=O)cc1 | 7 | -4
89 | CCOc1ccc2nc(C(=O)N3CCCC3)sc2c1 | -2 | 6
90 | CSc1sc(C)cc1C1C(C#N)=C(N)N(c2ccc(F)cc2)C2=C1C(=O)CCC2 (stereo not drawn) | 31 | 0
91 | COc1ccc(-n2nc3c(c2NC(=O)c2ccc(S(=O)(=O)N(C)C)cc2)CS(=O)C3)cc1 (stereo not drawn) | 8 | -25
92 | O=C(C1=CN(c2ccc(F)cc2)c2cc(F)ccc2S1(=O)=O)N1CCOCC1 | 1 | 0
93 | Cn1c(=O)[nH]c(=O)c2[nH]c(NCc3ccco3)nc21 | -1 | 0
94 | CCC(C)N1CCN(CC2CC3C=CC2C3)CC1 (stereo not drawn) | 0 | -11
95 | O=C(NCC1CN(Cc2ccccc2)CCO1)c1ccc(N2CCOCC2)nc1 (stereo not drawn) | nt | 4
96 | COc1cc(C=C2C(=O)NC(=O)NC2=O)ccc1OCc1ccc(Cl)cc1Cl | 28 | 2
97 | CCN1CCN(C(=O)c2cn3ccnc(-c4ccc(C)cc4)c3n2)CC1 | 2 | 2
98 | CCS(=O)(=O)N1CCC(c2nc(-c3ccccc3)no2)C1 (stereo not drawn) | -7 | -2
99 | CC(C)(C)n1nc2c(c1NC(=O)c1ccccc1I)CS(=O)(=O)C2 | -3 | -1
100 | Cc1cc([N+](=O)[O-])nn1CCCC(=O)Nc1ccc(OC(F)(F)F)cc1 | 1 | 3

Structural class, the entries above containing an NH in an aromatic ring
# | SMILES | mHTT CaM bind | Pf apPOL block
7 | COc1cc2c(cc1OC)CN(C(=O)c1c[nH]c(=O)n(C)c1=O)CC2 | -16 | -1
49 | Cc1cc(=O)[nH]c(N=C(N)Nc2ccc(Oc3ccccc3)cc2)n1 | 1 | -7
93 | Cn1c(=O)[nH]c(=O)c2[nH]c(NCc3ccco3)nc21 | -1 | 0

Back to the main list, starting 4 compounds before the break.
# | SMILES | mHTT CaM bind | Pf apPOL block
97 | CCN1CCN(C(=O)c2cn3ccnc(-c4ccc(C)cc4)c3n2)CC1 | 2 | 2
98 | CCS(=O)(=O)N1CCC(c2nc(-c3ccccc3)no2)C1 (stereo not drawn) | -7 | -2
99 | CC(C)(C)n1nc2c(c1NC(=O)c1ccccc1I)CS(=O)(=O)C2 | -3 | -1
100 | Cc1cc([N+](=O)[O-])nn1CCCC(=O)Nc1ccc(OC(F)(F)F)cc1 | 1 | 3
101 | Cn1nccc1C(=O)N1CCc2cc(-c3csc(C4CC4)n3)ccc21 | 17 | -11
102 | NNC(=O)CNC(=O)c1ccccc1 | 0 | 62*
103 | CCn1cnc2c(-c3ccccc3)cn(CC(=O)Nc3ccccc3C(F)(F)F)c2c1=O | -5 | -2
104 | CCCN1C(=O)c2cccnc2Sc2cc(C(=O)N3CCN(CC)CC3)ccc21 | -3 | 1
105 | Cc1ccc(-n2c(SCc3cccc(C)c3)nc3[nH]ncc3c2=O)cc1 | 45 | -9
106 | Cc1oc(C2CCN(C(=O)Nc3cccc(F)c3)CC2)nc1C(=O)N(C)C | 6 | 3
107 | CC(=O)Oc1cc2c(C(=O)OC(C)C)c(C)oc2cc1Br | -12 | -7
108 | COc1ccc(N(C)S(=O)(=O)c2cc(Br)cc3c2N(C(=O)C2CC2)CC3)cc1 | -1 | -6
109 | Cc1cccc(N=c2oc3ccc([N+](=O)[O-])cc3cc2C(=O)Nc2nccs2)c1C | -2 | -18
110 | Cn1ncc(Br)c1C(=O)N1CCCC1c1ccc(F)cc1 (stereo not drawn) | -6 | -3
111 | CSc1cccc(NC(=O)CN2C(=O)NC3(CCC(C)CC3)C2=O)c1 (stereo not drawn) | -1 | -7
